Statin myotox sup – suppressors of statin myotoxicity in C2C12 myotubes, primary screen, cell-based, single point, plate reader. actives 0.78% (n = 330,000). rescue of ATP level, % at 7.49 µM. C2C12 myotubes + simvastatin, ATP luminescence, 48 h; scaled: DMSO 0, geranylgeraniol control 100;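 active means mean ATP rescue above about 67%, or every replicate alone reaching that limit, limit read from the data, passing the limit was not always enough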;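 further: myotubes were challenged with 10 µM simvastatin during compound exposure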
ARNT-TACC3 inh – disruptors of ARNT/TACC3 protein interaction, primary screen, biochemical, AlphaScreen, single concentration; actives 0.66% (n = 390,000); AlphaScreen His-ARNT PAS-B/GST-TACC3 binding, luminescence; TACC3 fragment carries E629A point mutation; AID 623870, 2012; Transforming acidic coiled-coil-containing protein 3 (Homo sapiens), Q9Y6A5; inhibition, % at 9.99 µM;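 active means mean inhibition of replicates at least 50% and at least half of replicates each reaching 50%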;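 further: 0% = complete ARNT plus TACC3 wells and 100% = ARNT alone without TACC3; many hits fall short of the cut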
miR122 inh – miR-122 Renilla sensor signal increase in Huh7, primary screen, miR-122 inhibitor project, cell-based, single point, plate reader | Huh7 miR-122 Renilla luciferase sensor, 48 h; neutral wells = 0, positive control = 100 | actives 0.3% (n = 340,000) | activation (reporter increase), % at 12.5 µM;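 active means mean replicate activation score at least 90 and every replicate individually at or above 90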;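 further: higher luciferase means less miR-122 activity so hits act as miR-122 inhibitors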
Cneo AK release – Cryptococcus neoformans cell lysis inducers, primary screen, AK release luminescence, single concentration | C. neoformans lysis, adenylate kinase release luminescence, 4 h; normalised: neutral wells 0, clomiphene wells 100 | lysis activity, % at 15 µM | actives 0.2% (n = 360,000);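 active means mean lysis activity across replicates of at least 80%, whatever share of replicates individually reach that level; inactive means mean lysis activity below 80%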
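Material: C. neoformans cells | Amount: Yeast cell density of 5 × 10^6 cells/mL | Medium: Fresh YPD growth medium | Dosing: Single dose | Times: Static 4 h at 37 °C with compound, 1 h detection | Detection: AK luminescence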
ERp5 inh – inhibitors of ERp5-driven insulin aggregation, primary screen, biochemical, turbidity, absorbance 650 nm, single point; 90 min; inhibition, % at 9.99 µM; actives 0.05% (n = 350,000); Protein disulfide-isomerase A6 (Homo sapiens), Q15084;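 active means mean replicate inhibition above about 25%, with every replicate also reaching it, limit read from the data, passing the limit was not always enough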
Target sequence (Q15084 whole entry, looked up): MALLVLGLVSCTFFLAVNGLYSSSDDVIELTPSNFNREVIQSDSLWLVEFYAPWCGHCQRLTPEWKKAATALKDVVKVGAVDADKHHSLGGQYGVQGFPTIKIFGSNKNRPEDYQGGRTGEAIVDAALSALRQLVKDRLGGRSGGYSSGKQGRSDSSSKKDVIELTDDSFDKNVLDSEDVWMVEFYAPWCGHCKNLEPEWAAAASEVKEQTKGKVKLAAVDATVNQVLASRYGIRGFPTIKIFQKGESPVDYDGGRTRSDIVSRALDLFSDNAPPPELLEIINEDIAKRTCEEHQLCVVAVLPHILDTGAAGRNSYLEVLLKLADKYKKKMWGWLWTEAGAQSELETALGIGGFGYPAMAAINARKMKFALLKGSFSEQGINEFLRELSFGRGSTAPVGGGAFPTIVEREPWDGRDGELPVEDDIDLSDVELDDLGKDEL
esBAF inh – Bmi1 luciferase reporter increase in mESCs, primary screen, esBAF inhibitor project, mouse ES cells, Bmi1 luciferase knock-in, single point. 24 h; 100% = twice the neutral-well signal. reporter increase, % at 12.5 µM. actives 2% (n = 350,000). AID 602393, 2012; in the data active means activation above about 40%;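 further: 0% = median of the plate's neutral control wells and 100% = double that signal; a rise in the Bmi1 reporter signal indicates esBAF inhibition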
SIRT5 inh – SIRT5 desuccinylase inhibitors, primary screen, biochemical, fluorescence imaging, single point, set 5; NAD-dependent protein deacylase sirtuin-5, mitochondrial (Homo sapiens), Q9NXA8; Purified SirT5, succinyl-peptide AMC, trypsin-coupled fluorescence; inhibition, % at 15 µM; actives 1.1% (n = 330,000); AID 652115, 2013; in the data active means inhibition above about 15%
Target sequence (Q9NXA8 whole entry, looked up): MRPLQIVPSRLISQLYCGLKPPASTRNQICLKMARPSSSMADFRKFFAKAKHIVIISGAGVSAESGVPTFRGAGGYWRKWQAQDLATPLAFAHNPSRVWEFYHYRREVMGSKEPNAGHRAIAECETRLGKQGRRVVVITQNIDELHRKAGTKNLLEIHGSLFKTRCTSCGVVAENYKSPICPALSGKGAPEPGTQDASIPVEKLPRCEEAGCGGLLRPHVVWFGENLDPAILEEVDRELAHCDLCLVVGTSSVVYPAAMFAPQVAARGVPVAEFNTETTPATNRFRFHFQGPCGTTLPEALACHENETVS
* = called active by the depositor; nt = no result given; & = joins results of further samples; [ ] = remark or other dose.

SMILES	Statin myotox sup	ARNT-TACC3 inh	miR122 inh	Cneo AK release	ERp5 inh	esBAF inh	SIRT5 inh
C[C@@H]1CN([C@@H](C)CO)C(=O)c2cc(NC(=O)C3CCCCC3)ccc2O[C@@H](C)CCCCO[C@@H]1CN(C)CC1CCCCC1	nt	8	-8[16.7 µM]	57	-2	-1	3
Cc1ccc(S(=O)(=O)N(C)C[C@@H]2Oc3ncc(-c4ccccc4)cc3C(=O)N([C@@H](C)CO)C[C@@H]2C)cc1	14	2	-3[16.7 µM]	-2	-7	-5	0
Cc1cc(NC(=O)CCSc2nc(-c3ccco3)cc(C(F)(F)F)n2)no1	15	-3	-4	-2	nt	nt	nt
CCc1ccc(N2C(=O)/C(=C/c3cccs3)N(CC(=O)OC)C2=S)cc1	-35	6	-1	-2	2	-4	-1
O=C(Nc1cccc(Cl)c1)N[C@@H]1CC[C@H](CCNC(=O)C2CC2)O[C@H]1CO	-1	-11	nt	-3	-1	-3	-3
O=C(Nc1cc(C(F)(F)F)ccc1N1CCCC1)c1ccc2c(c1)OCO2	16	-16	9	1	nt	4	nt
COCCOC(=O)c1[nH]c2c(c1C)C(=O)CC(c1cc(OC)c(OC)c(OC)c1)C2 (configuration not stated)	-11	-6	nt	nt	4	14	-3
CN(C)C(=O)c1ccc(-c2ccc([C@H]3[C@@H](CO)N4CCCCN(S(C)(=O)=O)C[C@@H]34)cc2)cc1	nt	-12	-20[16.7 µM]	-1	-3	nt	-1
COCCCn1c(=O)c2ccccc2c2ccccc2c1=O	-1	20	-5	-1	nt	4	nt
Cc1onc(-c2ccccc2Cl)c1C(=O)N1CCN(c2ncccn2)CC1	nt	-5	nt	nt	0	nt	0
O=S(=O)(Nc1ccccc1N1CCOCC1)c1cccs1	1	3	0	-1	3	-2	-2
CCC(C)c1ccc(S(=O)(=O)N2CCN(C(C)C(=O)NC3CCCC3)CC2)cc1 (configuration not stated)	5	-3	-7	-1	1	-4	-1
O=C(COc1ccc(CNC[C@H]2O[C@@H](n3ccc(=O)[nH]c3=O)[C@H](O)[C@@H]2O)cc1)Nc1nccs1	2	nt	1	2	2	1	1
COc1ccc(-n2ncc(C(=O)N3CCN(c4ccc(F)cc4)CC3)c2C)cc1	-2	nt	-5	3	0	3	-3
CCOC(=O)c1c(CN(CC)CC)oc2cc(Br)c(O)cc12	-2	-8	0	3	4	9	nt
CCCCN(C(=O)COC(=O)c1sccc1C)c1c(N)n(CCC)c(=O)[nH]c1=O	1	nt	-3	16	-4	3	nt
CCOC(=O)c1cnc2c(cnn2C)c1NCc1ccc(OC)cc1	-1	-3	8	-15	-9	-10	-6
C[C@@H]1Cn2cnc(C(=O)Nc3ccc(CNC(=O)OC(C)(C)C)cc3)c2C(=O)N1	5	nt	2	-1	-6	11	nt
COc1ccc(-c2ccc(=O)n(Cc3c(F)cccc3Cl)n2)cc1	6	9	nt	0	1	23	-6
COC(=O)C[C@@H]1C[C@@H]2c3cc(N(C)C)ccc3O[C@@H]2[C@H](CO)O1	0	22	0[16.7 µM]	60	4	0	0
N=c1c(C(=O)NCC2CCCO2)cc2c(=O)n3ccccc3nc2n1Cc1ccc(Cl)cc1 (configuration not stated)	4	-3	4	0	1	5	-1
O=C(C[C@@H]1CC[C@@H](NC(=O)C2CCC2)[C@H](CO)O1)NC1CCC1	-2	4	15[16.7 µM]	2	3	-3	-3
CCOc1ccc(C(C)=O)cc1CSc1nnc(-c2cccs2)n1CC1CCCO1 (configuration not stated)	-32	-19	17	11	nt	-10	nt
Cc1c(Cl)cccc1NC(=O)Cn1cccc1	-5	-7	-3	nt	nt	-8	nt
CSC1=NCCN1C(=O)COc1ccc2ccccc2c1	3	nt	nt	-1	3	5	nt
Cc1nn(Cc2c(F)c(F)c(F)c(F)c2F)c(C)c1NC(=O)c1c(-c2ccccc2)nn(-c2ccccc2)c1C	9	1	-3	5	nt	-6	nt
CCCCCCCN1CCC(=O)N([C@H](CO)c2ccccc2)CC1	5	-5	1	-1	-7	-5	nt
CC(C)c1cn(CC[C@H]2CC[C@H](N)[C@@H](CO)O2)nn1	-16	-22	11[16.7 µM]	1	-4	-2	3
COC(=O)c1ccc(CSc2nc3cc(Cl)ccc3s2)o1	5	5	-1	0	nt	-6	nt
COc1ccc(Cl)cc1NC(=O)CN1CCN(S(=O)(=O)N2CCOCC2)CC1	-1	-6	nt	0	1	-2	-8
Cc1cc(OCC(=O)NCc2ccncc2)c2c(C)cc(=O)oc2c1	-7	2	1	37	10	-1	-14
Cc1cc(OCC(=O)N2CCN(c3ccccc3)CC2)c2c(C)cc(=O)oc2c1	-9	14	nt	8	1	-1	-2
Cc1ccccc1NC(=O)Cn1nc(C)c2ccccc2c1=O	50	1	0	4	4	-4	0
NC(=O)c1ccc(NC(=O)CS(=O)(=O)c2cn(CC(=O)N3CCCC3)c3ccccc23)cc1	nt	-1	-6	0	-62	nt	0
Cc1cc(Oc2ccccc2)nc(OCC#N)n1	6	1	-18	-15	nt	2	nt
NC(=O)CCN1CCN(S(=O)(=O)/C=C/c2ccccc2)CC1	5	-16	-8	3	6	-4	-5
C[C@@H]1CN([C@H](C)CO)C(=O)c2cc(C#CCc3ccccc3)cnc2O[C@@H]1CN(C)C(=O)C1CCOCC1	0	0	nt	3	-1	0	6
O=C(CCNC(=O)C1CCN(S(=O)(=O)c2ccccc2)CC1)Nc1cccc(C(F)(F)F)c1	-10	-3	-6	0	1	9	-2
COC(=O)C1=C(C)N(CC(C)C)C(=O)C1	0	8	2	1	nt	-1	nt
CN1CCN(c2ccc([N+](=O)[O-])cc2C(=O)N2CCOCC2)CC1	-3	18	2	2	nt	-4	nt

Part of the list above with just ARNT-TACC3 inh:
SMILES	ARNT-TACC3 inh
N=c1c(C(=O)NCC2CCCO2)cc2c(=O)n3ccccc3nc2n1Cc1ccc(Cl)cc1 (configuration not stated)	-3
COC(=O)c1ccc(CSc2nc3cc(Cl)ccc3s2)o1	5

A few values from above:
NC(=O)CCN1CCN(S(=O)(=O)/C=C/c2ccccc2)CC1 in Cneo AK release is listed with 3
O=C(CCNC(=O)C1CCN(S(=O)(=O)c2ccccc2)CC1)Nc1cccc(C(F)(F)F)c1 in esBAF inh is listed with 9
Cc1cc(Oc2ccccc2)nc(OCC#N)n1 in ARNT-TACC3 inh is listed with 1
CCOc1ccc(C(C)=O)cc1CSc1nnc(-c2cccs2)n1CC1CCCO1 (configuration not stated) in esBAF inh is listed with -10
C[C@@H]1CN([C@H](C)CO)C(=O)c2cc(C#CCc3ccccc3)cnc2O[C@@H]1CN(C)C(=O)C1CCOCC1 in Cneo AK release is listed with 3
COc1ccc(Cl)cc1NC(=O)CN1CCN(S(=O)(=O)N2CCOCC2)CC1 in Statin myotox sup is listed with -1
CN1CCN(c2ccc([N+](=O)[O-])cc2C(=O)N2CCOCC2)CC1 in esBAF inh is listed with -4

Continued.
SMILES	Statin myotox sup	ARNT-TACC3 inh	miR122 inh	Cneo AK release	ERp5 inh	esBAF inh	SIRT5 inh
C=CCn1c(SCC(=O)c2ccc(Br)cc2)nnc1C(C)NC(=O)Cc1ccc(OC)cc1 (configuration not stated)	9	-6	-1	-1	9	-12	-7
CCc1nnc(NC(=O)c2ccc(S(=O)(=O)N3CCCC3)cc2)s1	0	0	-1	nt	6	6	-2
Cc1cccc(/C=C2\CCC(=C3SCCCS3)C2=O)c1	-3	15	-7	nt	nt	-73	nt
CCSc1nc2ccccc2n1CC(N)=O	0	-9	-2	2	nt	-5	nt
CCC(=O)NC(=S)Nc1cccc(NC(=O)c2ccco2)c1	nt	2	nt	nt	2	nt	-7
CC1CC(C)CN(C(=O)c2cccc(S(=O)(=O)N3c4ccccc4CC3C)c2)C1 (configuration not stated)	-13	-1	25	nt	-4	6	-7
COc1cc(OC)cc(C(=O)OCC(=O)NCc2ccco2)c1	10	-4	-2	-1	4	-4	0
Cc1ccc2nc(NC(=O)CCCC(=O)O)sc2c1	-2	2	1	nt	0	-77	-3
CCc1c(C)c(C#N)c2nc3ccccc3n2c1NCCN(C)C	-7	5	3	nt	nt	13	nt
O=C(c1ccco1)c1cn(CC(=O)N2CCCCC2)c2ccccc12	6	-4	3	-2	nt	0	nt
Cc1cccnc1NS(=O)(=O)c1ccccc1	1	nt	-7	0	-2	-4	nt
CCn1c(=N)n(CC(=O)c2cccc(OC)c2)c2ccccc21	5	-2	12	2	nt	65*	nt
CC[C@]12c3[nH]c4ccccc4c3CCN1C(=O)C(CC(=O)NCc1ccco1)C[C@@H]2C(=O)N1CCN(C(=O)C2CC2)CC1 (some centres not stated)	5	-4	-4	0	2	-6	-3
O=C1CNC(=S)N1Cc1ccccc1	nt	-7	nt	nt	-1	nt	-1
CCCC(=O)Nc1ccc2c(c1)C(=O)N(C)[C@H]1CC[C@H](CC(=O)NCC3CC3)O[C@H]1CO2	-7	nt	-14[16.7 µM]	0	3	-8	2
CC(Sc1nnc(-c2cccs2)n1Cc1ccccc1)C(=O)NCc1ccc2c(c1)OCO2 (configuration not stated)	19	-2	-3	nt	nt	0	nt
O=C(CNC(=O)c1ccc(Cl)cc1)Nc1ccccc1C(F)(F)F	7	-35	-11	nt	0	-1	4
CCNC(=O)C1(C)CCCN(CCOc2ccc(OC)cc2)C1 (configuration not stated)	-2	nt	0	-2	-2	-12	nt
COc1cc(C2c3cc4c(cc3C(O)C3COCC23)OCO4)cc(OC)c1OC (configuration not stated)	1	nt	-3	-1	-8	0	1
O=C(CC1(CC2=NS(=O)(=O)c3ccccc3N2)CCCC1)NCCc1ccccc1	nt	-4	12	-1	-6	7	0
CC(C(=O)Nc1ccc(C(F)(F)F)cc1)N(C)CC(=O)N1CCN(Cc2ccccc2)CC1 (configuration not stated)	-9	-1	nt	3	-3	-4	nt
CC12CCC(=O)N1C(C(=O)OCc1c(Cl)cccc1Cl)CS2 (configuration not stated)	1	-6	nt	-2	4	-1	-4
CCS(=O)(=O)c1nc(S(=O)(=O)c2ccc(C)cc2)c(N2CCN(CCO)CC2)s1	20	-1	-3	-5	2	-2	-2
COc1cc(OC)cc(C(=O)NCC(=O)OCC(=O)/C=C2/N(C)c3ccccc3C2(C)C)c1	-3	-6	-5	1	5	10	27*
COc1cc(C(=O)NCCOc2cc(C)cc(C)c2)c(Br)c(OC)c1OC	-4	-6	5	1	nt	-7	nt
Cc1csc(NC(=O)Nc2ccccc2[N+](=O)[O-])n1	0	0	6	-5	-3	60*	-2
O=C(CN1C(=O)CCSc2ccccc21)Nc1ccccc1	-8	-5	nt	-1	nt	0	nt
O=C1OCC/C1=C1/NCCNC1=O	1	nt	nt	1	0	0	nt
O=C(O)C=Cc1c[nH]c2nccnc12	1	nt	5	14	8	5	-2
C[C@@H]1CN([C@@H](C)CO)C(=O)CCCn2cc(nn2)CO[C@H]1CN(C)C(=O)Nc1ccccc1	-23	-9	-3[16.7 µM]	-7	5&1	-1	4&-3
CCN(c1ccccc1)S(=O)(=O)c1ccc(OC)c(OC)c1	nt	-6	-6	nt	-20	nt	-3
C[C@H]1CN([C@@H](C)CO)C(=O)Cc2cc(NC(=O)Nc3ccc(F)cc3)ccc2O[C@@H]1CN(C)C	-6	0	-2[16.7 µM]	4	-2	1	9
COc1ccccc1CN(Cc1nc2ccccc2c(=O)[nH]1)C(=O)Nc1ccccc1	14	-4	-7	3	nt	-4	nt
CCc1nonc1NC(=O)c1oc2ccc(F)cc2c1C	-5	-6	4	1	-3	25	-4
CO[C@@H]1CN(C)C(=O)c2ccc(NS(=O)(=O)CC(F)(F)F)cc2OC[C@@H](C)N(C(=O)NC(C)C)C[C@@H]1C	-3	nt	17[16.7 µM]	nt	nt	-3	nt
CCc1nc2ccc(C(=O)NCCCN3CCCC3=O)cn2c1N(CC)C(=O)NCCc1ccccc1	1	nt	2	1	2	7	6
CCCC(=O)Nc1ccc2c(c1)C(=O)N(C)[C@@H]1CC[C@H](CC(=O)NCCN3CCCCC3)O[C@H]1CO2	-4	nt	-50[16.7 µM]	nt	nt	-8	nt

Bioassay records: PubChem, Broad Institute
